# Source: PubChem BioAssay (several laboratories)
# hERG rescue: shields human hERG channel from block by proarrhythmic agents; CHO-hERG, FluxOR thallium flux, dofetilide IC70 present; Q12809; hit rate 0.51% among 310,000; activation (rescue from dofetilide block), less the hit threshold, % at 10 µM;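 active means activation above the mean of controls blocked by dofetilide plus 5 SD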;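 further: thallium influx through hERG after potassium depolarization seen as dye fluorescence rise; in these data hits start at about 4.7%; inactives centre near -7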
# GSK3A inh: inhibitors of human GSK-3 alpha kinase; inhibition, % at 10 µM; ADP-Glo luminescence, 60 min; P49840; AID 2650; hit rate 0.1% among 320,000;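 in the data active means inhibition above about 50%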;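 further: GST-tagged GSK-3 alpha with peptide substrate and 25 µM ATP; 0% = DMSO neutral wells and 100% = GW8510 positive control wells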
# Target sequence (P49840 whole entry, looked up): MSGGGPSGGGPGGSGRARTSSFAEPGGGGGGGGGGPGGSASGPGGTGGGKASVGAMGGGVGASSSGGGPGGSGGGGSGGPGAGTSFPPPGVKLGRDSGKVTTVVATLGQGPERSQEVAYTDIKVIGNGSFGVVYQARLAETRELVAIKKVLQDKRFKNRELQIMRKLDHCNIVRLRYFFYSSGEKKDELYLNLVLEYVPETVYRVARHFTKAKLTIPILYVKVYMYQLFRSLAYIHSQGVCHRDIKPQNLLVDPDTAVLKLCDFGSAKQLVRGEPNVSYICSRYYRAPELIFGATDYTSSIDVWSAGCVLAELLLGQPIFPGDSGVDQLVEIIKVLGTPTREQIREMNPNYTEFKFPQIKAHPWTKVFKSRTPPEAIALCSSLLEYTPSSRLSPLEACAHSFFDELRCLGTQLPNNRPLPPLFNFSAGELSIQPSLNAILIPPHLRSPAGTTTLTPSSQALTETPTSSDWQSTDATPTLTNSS
# RGS4 act: RGS4 potentiation or activation; HEK293 M3R/inducible RGS4, carbachol calcium flux Fluo4; active compounds read low; B-score at 10 µM; hit rate 0.92% among 310,000; AID 463111;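 active means B-score of the integrated calcium signal more than 4 SD below the library mean, with starting fluorescence not abnormally high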;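 further: negative B-score means reduced calcium response which marks RGS4 activation or potentiation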
#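 Test system: HEK293 cells with stable M3R and inducible RGS4; also added: carbachol at ECmax as muscarinic agonist stimulus; schedule: dye loading 30 min 37 °C, buffer rest 30 min RT; technique: kinetic calcium fluorescence imaging with Fluo4-AM dye, 2 µM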
# PolyA inh: blocks polyadenylation in yeast reporter cells; hit rate 0.02% among 300,000; calls only at 12 µM; S. cerevisiae SKY197-pL101 polyadenylation reporter, beta-gal luminescence; efflux-impaired pdr1/pdr3 knockout yeast; score 100 = 6 SD above DMSO;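 active means lowest replicate activity score at least 50, where 100 means six control SD above control mean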;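 further: yeast exposed to compound for 9 h at 30 °C; higher score means more reporter readthrough which indicates perturbed polyadenylation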
# KCNQ1 pot: human KCNQ1 channel potentiation or activation | CHO-K1 KCNQ1, thallium flux FluxOR fluorescence; active compounds read high | P51787 | B-score at 10 µM | hit rate 0.35% among 310,000 | AID 2648;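 active means fluorescence ratio B-score, a plate-corrected score, at least three library SD, with initial intensity B-score within 5 SD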
#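 Schedule – 37 °C overnight plating, 90-min dark dye load, 20-min compound pretreatment · System – stable KCNQ1 CHO-K1 line · Probe or stimulus – thallium- and potassium-containing depolarizing buffer · Measured by – kinetic FluxOR fluorescence, 10 s baseline plus 110 s post-stimulus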
# KCNK3 block: human KCNK3 channel inhibition, primary screen. O14649. CHO-KCNK3 thallium flux, FluxOR fluorescence; active compounds read low. B-score at 10 µM. hit rate 0.84% among 340,000;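 active means B-score under library mean minus 4 SD, starting fluorescence ratio at most library mean plus 5 SD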;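 further: more negative B-score means stronger inhibition of thallium flux through KCNK3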
# KCNQ1 block: blocks the human KCNQ1 potassium channel; P51787; CHO-K1 KCNQ1, FluxOR thallium flux fluorescence; active compounds read high; B-score at 10 µM; hit rate 1.3% among 310,000;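 active means compounds whose thallium flux B-score, printed positive for inhibition, exceeds three library SD while starting fluorescence stays within three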;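 further: channel opened by potassium depolarization with thallium stimulus after 20 min compound exposure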
# DYRK1A inh: Dyrk1A (rat) kinase inhibition; ADP-Glo luminescence, NFATc1 peptide; inhibition, % at 12.5 µM; hit rate 0.43% among 310,000; in the data active means inhibition above about 50%;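 further: plate controls were vehicle with enzyme for no effect and no enzyme for full effect; many of its hits are not listed in these tables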
# HDAC3 inh: human HDAC3 inhibition | hit rate 0.15% among 320,000 | recombinant HDAC3, fluorogenic peptide/trypsin coupled, fluorescence | inhibition, % at 8.3 µM | O15379; in the data active means inhibition above about 26%, passing the limit was not always enough
# KCNK9 inh: human KCNK9 channel inhibition. AID 488922. HEK293 KCNK9, FluxOR thallium flux fluorescence; active compounds read low. hit rate 1.2% among 310,000. B-score at 10 µM. Q9NPC2;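 active means ratio B-score over 3 SD below the library mean, with starting fluorescence within 5 SD of its mean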;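 further: negative B-score means less thallium flux so channel inhibition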
# GSK3B inh: inhibitors of human GSK3beta kinase | GST-GSK3beta kinase, ADP-Glo luminescence, 60 min; active compounds read low | activity score (negative = inhibition), % at 10 µM | hit rate 0.038% among 300,000 | AID 2097;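 active means more than half of replicate wells score below -50%, meaning over 50% inhibition versus plate controls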;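 further: 0% = median DMSO wells and -100% = median GW8510 positive control wells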
# Target sequence (P49841 whole entry, looked up): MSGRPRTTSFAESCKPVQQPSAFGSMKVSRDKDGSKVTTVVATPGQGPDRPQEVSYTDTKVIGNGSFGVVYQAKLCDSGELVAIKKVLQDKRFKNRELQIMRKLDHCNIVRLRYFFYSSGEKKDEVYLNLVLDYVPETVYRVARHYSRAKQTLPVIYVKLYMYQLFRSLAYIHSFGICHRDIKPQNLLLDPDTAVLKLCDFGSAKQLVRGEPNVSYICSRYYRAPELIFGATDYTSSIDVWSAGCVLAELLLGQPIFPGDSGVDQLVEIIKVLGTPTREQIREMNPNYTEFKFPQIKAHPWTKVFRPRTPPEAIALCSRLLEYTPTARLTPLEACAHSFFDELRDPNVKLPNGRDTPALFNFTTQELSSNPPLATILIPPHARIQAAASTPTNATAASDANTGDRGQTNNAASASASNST
#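 Test system: GST-tagged human GSK3beta kinase, cell-free; evaluation: activity score scaled between in-plate DMSO and GW8510 controls; measured by: ADP-Glo luminescence; incubation: 60 min reaction, RT; benchmarks: DMSO and 20 µM GW8510; reagent: peptide substrate plus 25 µM ATP (final); medium: Tris/MgCl2 kinase buffer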
# The depositor's hits bear a star; i = inactive; . = no result given. This is a subset. The share of hits here may be higher or lower than overall.
SMILES,hERG rescue,GSK3A inh,RGS4 act,PolyA inh,KCNQ1 pot,KCNK3 block,KCNQ1 block,DYRK1A inh,HDAC3 inh,KCNK9 inh,GSK3B inh
COc1ccc(C2C3=C(CCCC3=O)Nc3nc(SCc4ccc(C(=O)O)cc4)nn32)cc1OC (stereo unspecified),-9,-1,i,.,i,i,i,2,-3,i,1
NN1C(=O)NC(c2ccccc2)(c2ccccc2)C1=O,-3,-2,i,i,i,i,i,9,3,i,1
Nc1c2c(nn1-c1ccccc1)CCC2,-9,0,i,i,i,i,i,5,-8,i,-1
CCOC(=O)c1c(NC(=O)CSc2nnc(-c3cccnc3)o2)sc2c1CCC2,-2,0,i,i,i,i,i,7,3,i,-2
CCOc1ccc(NC2OC(C)C(O)C(O)C2O)c([N+](=O)[O-])c1 (stereo unspecified),-13,-1,i,i,i,i,i,-5,7,i,-3
C/C(=N\NC(=O)c1ccncc1)c1ccc(N(C)C)cc1,-7,-1,i,i,i,i,i,-3,14,i,-5
O=C1NC(=Nc2ccccc2)c2ccc([N+](=O)[O-])cc21,-3,-1,i,i,i,i,i,4,0,i,0
C/C(=N\NC(=O)c1cc2ccccc2cc1O)c1cccs1,-2,5,i,i,i,i,i,2,3,i,-3
CCC1(CC)C(=O)C2=C3C1[C@H](C(=O)OC)CC(C(=O)OC)C[C@H]3[C@H]1C(=O)N(c3ccccc3)C(=O)[C@H]1[C@H]2C (stereo partly specified),-10,-1,i,i,i,i,i,-5,-13,i,0
O=C(c1ccco1)N1CCC(c2nc3c(nnn3Cc3c(Cl)cccc3Cl)c(=O)[nH]2)CC1,-5,24,i,i,i,i,i,-1,-4,i,3
O=C(c1ccc(O)c(Cl)c1)N1CCN(S(=O)(=O)c2ccccc2)CC1,-7,0,i,i,i,i,i,14,-2,i,-3
CCS(=O)(=O)c1ccc(O)c(NC(=O)/C=C/c2ccc(Cl)cc2)c1,-9,-3,i,i,i,i,i,-8,-2,i,-25
Cc1cc(C)cc(N(C(=O)c2snc(C(N)=O)c2N)C(C(=O)NCC2CCCO2)c2cccs2)c1 (stereo unspecified),-8,0,i,i,i,i,i,-3,3,i,-1
O=C(CNC(=O)c1ccc(Cl)cc1Cl)NCC(=O)Nc1ccccc1N1CCOCC1,-8,-3,i,i,i,i,i,7,-6,i,1
CC1=CCP(=O)(c2ccccc2)C1 (stereo unspecified),-5,-2,i,i,i,i,i,-1,2,i,0
CC(C)N1CCN(CC2COc3ccccc3O2)CC1 (stereo unspecified),-6,-2,i,i,i,i,i,-2,4,i,1
CC1=NN(Cc2ccccc2)C(=O)C1C(c1ccccc1)C(C#N)C#N (stereo unspecified),-11,-1,i,i,i,i,i,3,4,i,-1
Cc1cccc(NC(=O)N(Cc2nc3ccccc3c(=O)[nH]2)C2CCCC2)c1,-9,-2,i,i,i,i,i,-9,-1,i,-1
CC(=O)Nc1ccc(S(=O)(=O)N2CCN(c3ccccn3)CC2)cc1,-14,0,i,i,i,i,i,2,3,i,0
C=C(c1ccc(OCCO)cc1)c1ccc(OCCO)cc1,-9,-3,i,i,i,i,i,-6,1,i,3
COc1cc(C(=O)NC2CCN(CC(=O)Nc3cccc(C)c3C)CC2)cc(OC)c1OC,1,1,i,i,i,i,i,-6,-4,i,.
COc1ccc2nc(NC(=O)c3cc(S(=O)(=O)N4CCOCC4)ccc3C)sc2c1,-4,2,i,i,i,i,i,46,-5,i,3
O=C(NC(=S)Nc1ccccc1N1CCOCC1)c1ccco1,-9,-3,i,i,i,i,i,-6,-6,i,5
CCCCc1cc(=O)oc2cc(OCC(=O)NC3CCN(Cc4ccccc4)CC3)ccc12,-10,1,i,i,i,i,i,0,-3,i,3
CCOC(=O)N1CCN(C(=O)CSCC(=O)N=c2sc3ccccc3n2C)CC1,-8,-5,i,i,i,i,i,5,-4,i,-2

# Continued:
SMILES,hERG rescue,GSK3A inh,RGS4 act,PolyA inh,KCNQ1 pot,KCNK3 block,KCNQ1 block,DYRK1A inh,HDAC3 inh,KCNK9 inh,GSK3B inh
CCCCOC(=O)C1C2C=C[C@]3(CN(C(C)c4ccc(OC)cc4)C(=O)[C@H]13)O2 (stereo partly specified),-6,0,i,i,i,i,i,-2,-8,i,-2
CCCC1CC(C#N)N(N(C)C)C1=C(C#N)C#N (stereo unspecified),-8,0,i,i,i,i,i,0,-2,i,-2
CC1=C(C(=O)Nc2ccccn2)C(c2cn(C)nc2C)C2=C(CCCC2=O)N1 (stereo unspecified),-11,0,i,i,i,i,i,-2,-10,i,3
CC1(C)CC(=O)C(C=NCCc2ccccn2)=C(O)C1,-12,-2,i,i,i,i,i,-5,-3,i,4
COc1cc(/C=N/NC(=O)c2ccccc2O)ccc1OCC(=O)Nc1ccccc1,-7,-2,i,i,i,i,i,-1,-30,i,-3
CC(C)(CNC(=O)Cc1ccc(Br)cc1)N1CCOCC1,-4,-1,i,i,i,i,i,-2,-1,i,-3
COCCCNC(=O)Cc1coc2ccc3ccccc3c12,-9,-6,i,i,i,i,i,.,4,i,0
NC(=O)c1c(NC(=O)c2cccnc2)sc2c1CCCCC2,-2,5,i,i,i,i,i,-2,5,i,-3
COC(=O)CSCc1nc2ccccc2[nH]c1=O,-11,-1,i,i,i,i,i,1,0,i,-1
Cc1ccc(S(=O)(=O)CC(O)COc2ccc(F)cc2Cl)cc1 (stereo unspecified),-5,-4,i,i,i,i,i,3,5,i,3
Cc1cccc2sc(N(CCCN(C)C)C(=O)CN3C(=O)c4ccccc4C3=O)nc12,-7,2,i,i,i,i,i,.,3,i,-4
O=C(O)CSC(C(=O)Nc1ccc(Br)cc1)c1ccc(Cl)cc1 (stereo unspecified),-14,-5,i,i,i,i,i,0,1,i,6
COc1ccc(C(=O)c2sc3nc(-c4ccc(OC)cc4)ccc3c2N)cc1,-4,5,i,i,i,i,i,6,-3,i,1
CN(CC(=O)Nc1ccc(Cl)cc1)S(=O)(=O)c1ccc2c(c1)n(C)c(=O)c(=O)n2C,-6,2,i,i,i,i,i,0,5,i,8
c1ccc(CCc2nc(-c3cccnc3)no2)cc1,-8,-3,i,i,i,i,i,-8,-8,i,-5
CSc1nc(C)cc(SCC(=O)N/N=C/c2ccccc2)n1,-4,0,i,i,i,i,i,-4,2,i,-25
C=CCNc1nc(-c2ccc(Cl)cc2)cs1,-3,4,i,i,i,i,i,-4,0,i,-2
COC(=O)Cc1ccc(NC(=S)N2CCCC(CO)C2)cc1 (stereo unspecified),-4,.,i,i,i,i,i,.,.,i,4
CC(NC(=O)CN(C)Cc1nc2ccccc2c(=O)[nH]1)c1ccccc1 (stereo unspecified),-2,-3,i,i,i,i,i,-4,2,i,-3
COc1ccccc1C(=O)NNC(=O)C(=O)NC1CCCCC1,21*,0,i,i,20*,i,i,3,-6,i,-1
COCc1cc(C)nc(SCC(=O)Nc2cc(C(F)(F)F)ccc2N2CCOCC2)c1C#N,-9,5,i,i,i,i,i,0,-3,i,0
O=C(C(Cc1ccccc1)n1cccc1)N1CCCCC1 (stereo unspecified),-8,1,i,i,i,i,i,0,4,i,-1
Cc1ccc(/C(N)=N/OC(=O)Oc2ccccc2)cc1,0,-5,i,i,i,i,i,-2,-6,i,0
Nc1nc2ccc(S(=O)(=O)N3CCCCC3)cc2s1,-13,-3,i,i,i,i,i,0,1,i,-1
N#Cc1c(C(F)(F)F)cc(-c2cccs2)nc1N1CCCCC1,-7,-12,i,i,i,i,i,-2,4,i,0

# Rewritten field by field: four of the compounds above
Molecule: COCc1cc(C)nc(SCC(=O)Nc2cc(C(F)(F)F)ccc2N2CCOCC2)c1C#N
  hERG rescue = -9; GSK3A inh = 5; RGS4 act = i; PolyA inh = i; KCNQ1 pot = i; KCNK3 block = i; KCNQ1 block = i; DYRK1A inh = 0; HDAC3 inh = -3; KCNK9 inh = i; GSK3B inh = 0

Molecule: O=C(C(Cc1ccccc1)n1cccc1)N1CCCCC1 (stereo unspecified)
  hERG rescue = -8; GSK3A inh = 1; RGS4 act = i; PolyA inh = i; KCNQ1 pot = i; KCNK3 block = i; KCNQ1 block = i; DYRK1A inh = 0; HDAC3 inh = 4; KCNK9 inh = i; GSK3B inh = -1

Molecule: Cc1ccc(/C(N)=N/OC(=O)Oc2ccccc2)cc1
  hERG rescue = 0; GSK3A inh = -5; RGS4 act = i; PolyA inh = i; KCNQ1 pot = i; KCNK3 block = i; KCNQ1 block = i; DYRK1A inh = -2; HDAC3 inh = -6; KCNK9 inh = i; GSK3B inh = 0

Molecule: Nc1nc2ccc(S(=O)(=O)N3CCCCC3)cc2s1
  hERG rescue = -13; GSK3A inh = -3; RGS4 act = i; PolyA inh = i; KCNQ1 pot = i; KCNK3 block = i; KCNQ1 block = i; DYRK1A inh = 0; HDAC3 inh = 1; KCNK9 inh = i; GSK3B inh = -1

# Next entries
SMILES,hERG rescue,GSK3A inh,RGS4 act,PolyA inh,KCNQ1 pot,KCNK3 block,KCNQ1 block,DYRK1A inh,HDAC3 inh,KCNK9 inh,GSK3B inh
Cc1ccc(CNC(=O)CCCCn2c(=O)[nH]c3ccsc3c2=O)cc1,-10,0,i,i,i,i,i,5,3,i,0
CCOC(=O)C(NC(=O)CC(C)C)(Nc1sc2c(c1C(N)=O)CCCC2)C(F)(F)F (stereo unspecified),-2,-1,i,i,i,i,i,1,0,i,2
CCCCSc1nc(CCC)cc(=O)[nH]1,-11,-5,i,i,i,i,i,-3,-6,i,0
Cc1nc2ncnn2c(C)c1CCC(=O)N1CCc2ccccc21,-10,-5,i,i,i,i,i,2,14,i,2
COc1cccc(C2C(C(=O)OC(C)C)=C(C)N=c3s/c(=C\c4ccc(C(=O)O)cc4)c(=O)n32)c1 (stereo unspecified),-8,-1,i,i,i,i,i,1,6,i,-4
CC1CCN(c2ccc([N+](=O)[O-])cc2C(=O)NCC2CCCO2)CC1 (stereo unspecified),-19,2,i,i,i,i,i,7,11,i,2
Cc1cc(C)c(OCCN2CCOCC2)c(Cl)c1,-1,-4,i,i,i,i,i,-2,-17,i,-1
COc1cc(OC)cc(C(=O)NCCCN2CCN(CCCNC(=O)c3cc(OC)cc(OC)c3)CC2)c1,-4,2,i,i,i,i,i,1,-3,i,3

# Single entries from above.
# DYRK1A inh, `Cc1nc2ncnn2c(C)c1CCC(=O)N1CCc2ccccc21` reads 2
# GSK3B inh, `Cc1cc(C)c(OCCN2CCOCC2)c(Cl)c1` reads -1
# DYRK1A inh, `Cc1ccc(CNC(=O)CCCCn2c(=O)[nH]c3ccsc3c2=O)cc1` reads 5
# DYRK1A inh, `COc1cc(OC)cc(C(=O)NCCCN2CCN(CCCNC(=O)c3cc(OC)cc(OC)c3)CC2)c1` reads 1
